Bioassay records as filed in PubChem.
SSB-PriA inh – K. pneumoniae PriA-SSBct interaction inhibition; AlphaScreen SSBct-PriA binding, biotinylated peptide; inhibition, % at 33 µM; 0.6% of 430,000 active; in the data active = inhibition mostly above about 37%, no sharp cut-off; inactive = mostly below about 20%;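 note: plate controls were negative control peptide for no effect and reference peptide for full effect; strong numbers were not always called active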
* hit, by the source's call; & = joins results of further samples. Only part of the results is shown, so the mix of outcomes need not match the whole.

SMILES	SSB-PriA inh
CCCc1cc(Nc2ccc(NC(C)=O)cc2)n2c(nc3ccccc32)c1C#N	-5.0
O=C(COc1ccc2ccccc2c1)Nc1nnc(-c2ccccc2Cl)s1	2.0
CC(=NNC(=O)c1cccs1)c1ccc(NC(=O)COc2ccc(Cl)cc2Cl)cc1	-6.6
Cc1ccc(-c2ccc(N3CCN(S(=O)(=O)CCc4ccccc4)CC3)nn2)c(C)c1	-15.0&-1.0
CCOC(=O)C(=O)Nc1c(C)nc2ccc(C)cn2c1=O	10.0
CC(=CC(=O)c1ccccc1)NCc1ccc(F)cc1	-20.2
CCOC(=O)c1nn(-c2ccccc2C)c(=O)cc1OS(=O)(=O)N(C)C	8.0
CCc1ccc(NC(=O)C(=O)NN=C(C)CC(=O)NCc2ccc(Cl)cc2)cc1	-6.5
NC1=NC(=O)SC1	9.0
Cc1ccc(NC(=O)CCCS(=O)(=O)c2ccc(F)cc2)c(C(=O)c2ccccc2)c1	11.0
O=S(=O)(c1cccc(C(F)(F)F)c1)N1CC[C@H](c2ccc3c(c2)OCO3)C1	-5.0
COCC(=O)NCC1CCN(Cc2ccsc2)CC1	-17.0
Cc1nccn1-c1ncc(NC(=O)Cc2c[nH]c3ccccc23)cn1	-2.0
Cc1ccc(-c2ccc(=O)n(CCCNC(=O)COc3cccc(C(F)(F)F)c3)n2)cc1	-6.0
O=C(Cc1csc(SCC(=O)c2ccc(F)cc2)n1)Nc1ccc2c(c1)OCCO2	-6.0
CCN1CCN(C(=O)C23CCC(C)(C(=O)C2)C3(C)C)CC1 (stereo not given)	8.0
O=C(Cn1cnc2ccccc21)N1CCN(c2nc(-c3ccsc3)cs2)CC1	-13.0
Cc1nc(SCc2nc(-c3cccc(C(F)(F)F)c3)no2)[nH]c(=O)c1CCO	-15.0&-10.0
COc1ccc(C[C@](C)(O)CNC(=O)C(=O)NCc2cccs2)cc1	-11.0
NC(=NOC(=O)c1cnn(-c2ccccc2)c1C(F)(F)F)c1cc(C(F)(F)F)cc(C(F)(F)F)c1	-30.8
CCCCNC(=S)NN=C1C(=O)c2cccc3cccc1c23	4.0
CN1C(=CC=CC=CC=[N+](C)C)C(C)(C)c2ccccc21	5.5
COc1cc(C=NNC(=O)c2cccc([N+](=O)[O-])c2)ccc1OCc1ccc(C)cc1	-7.4
O=C(Cn1c(=O)n(Cc2cccnc2)c(=O)c2ncccc21)c1ccc2c(c1)OCCO2	-3.0
O=C(Nc1nnc(SCc2cccc(F)c2)s1)c1ccc(S(=O)(=O)N2CCCCC2)cc1	-8.0
The results go on.
SMILES	SSB-PriA inh
Cc1nc(-n2nc(-c3ccco3)cc2NC(=O)COc2ccc(Cl)cc2)[nH]c(=O)c1C	-10.0
O=C(c1ccc(=O)oc1)N1CC(Oc2nc3ccccc3s2)C1	-6.0
c1coc(-c2nc3ccccc3[nH]2)c1	-5.0
COC(=O)c1ccc(OC(=O)C23CCC(C)(C(=O)C2)C3(C)C)cc1 (stereo not given)	-2.0
CN(C)c1ccc(CCCNC(=O)CCc2ccccc2)cc1	16.0
Nc1ccc(N2CCCS2(=O)=O)cc1	25.0
N#Cc1ccccc1NC(=O)CC(=O)c1ccccc1	5.0
O=C1c2ccccc2C(=O)c2cc(S(=O)(=O)Nc3ccncc3)ccc21	-14.0
Cc1cc(N2CCN(C/C=C/c3ccccc3)CC2)n2nc(C(F)(F)F)nc2n1	-12.0
O=C(Cc1ccccc1)N1CCN(Cc2csc(-c3ccccc3)n2)CC1	-9.0
Cc1ccc(C)c2[nH]c(=O)c(CCNC(=S)NCCc3ccccc3)cc12	26.0
COC(=O)c1sc(-c2ccccc2)cc1NC(=O)COc1ccccc1	14.0
Cc1ccc(C(=O)NCCn2ncc3c(=O)n(Cc4cccc([N+](=O)[O-])c4)cnc32)cc1	-19.0
CC(C(=O)Nc1ccc2c(c1)OCCO2)N1C(=O)c2ccccc2S1(=O)=O (stereo not given)	10.0
Cc1cc(C)n(CC(C)C(=O)Nc2ccc(F)cc2)n1 (stereo not given)	-21.0
Cc1csc(NC(=O)c2ccc(S(=O)(=O)NCCc3ccccc3)o2)n1	-4.0
CCC(CC)C(=O)Nc1nnc(SCc2cc(=O)c(OC(=O)c3cc(Cl)ccc3[N+](=O)[O-])co2)s1	-22.0
C=CCNC(=O)CSc1nnnn1-c1ccc(C)c(Cl)c1	2.0
O=C(CSc1nnc2ccc(-c3ccco3)nn12)Nc1cccc(Cl)c1	-6.0
COc1ccc(S(=O)(=O)NCCNC(=O)c2ccc(NC(C)=O)cc2)cc1F	-5.0
CCc1c(O)c(C(C)=NO)c(=O)n(-c2ccccc2)c1-c1ccccc1	-13.3
CC(=NNC(=O)c1ccn(C)n1)c1ccncc1	-0.3
COc1ccc([C@H](C)NC(=O)c2nnn(-c3ccc(C)c(C)c3)c2-c2ccncc2)cc1OC	-8.0
CCOC(=O)Cc1csc(SCC(=O)C(C#N)=C(C)N)n1	-14.1
Clc1ccc(NN=Cc2cccs2)nn1	21.7
(list continues)
SMILES	SSB-PriA inh
CC(Cc1ccccc1)=NNC(=O)CNC(=O)COc1cccc(C)c1	-0.6
CS(=O)(=O)C1CCN(C(=O)NCc2ccc(Cl)cc2)CC1	-4.0
COCCNC(=O)C1Nc2nc(-c3cccs3)ccc2C(=O)N1C (stereo not given)	1.0
COc1ccc(N2CCN(c3ncnc4c3cnn4CCNC(=O)Cc3ccc(F)cc3)CC2)cc1	-1.0
COc1ccccc1-c1csc(NC(=O)c2ccc(Br)cc2F)n1	-28.0
Cc1cc(=O)n2c(n1)SC[C@@H]2CC(=O)N1CCN(c2ccccc2F)CC1	-12.0
CCCc1nnsc1C(=O)NCCn1ccc(C(F)(F)F)n1	0.0
CC(=NNc1cc(C)nc(-c2ccccc2O)n1)c1ccccc1O	-10.3
O=C(CSc1nc2ccccc2c(=O)n1Cc1ccc(C(=O)NC2CC2)cc1)Nc1cc(F)ccc1F	-15.0
Clc1ccc(C=NNc2ccccn2)cc1	3.8
O=C(Nn1cnc2c(cnn2-c2cccc(Cl)c2)c1=O)c1c(F)cccc1F	-8.0
COc1cccc2cc(C(=O)NCC(c3ccc4c(c3)CCO4)N(C)C)oc12 (stereo not given)	-2.0
Cc1cc(NC(=O)C(=O)NCc2ccc3c(c2)OCO3)no1	-4.0
Cc1cc(SCC(=O)NN=Cc2ccco2)nc2ccccc12	0.6
CCCC1SC(=NN=Cc2ccco2)NC1=O (stereo not given)	-12.2
CCC(Cc1ccccc1)=NNC(=O)c1cc([N+](=O)[O-])cc([N+](=O)[O-])c1	-5.9
COc1ccc(Cl)cc1C(=O)NCc1ccc2c(c1)cc(C)n2C	-1.0
O=c1[nH]c2nc(NCCc3ccccn3)ncc2c(=O)n1Cc1ccccc1	-8.0
COC(=O)c1ccc(NC(=O)C(=O)NCc2ccc([C@H](O)c3ccccc3)s2)cc1	-1.0
O=C(Nc1nc2cc3c(cc2s1)OCCO3)c1ccc([N+](=O)[O-])s1	0.0
O=C(Nc1cccc(-c2cnc3n2CCC3)c1)c1cc(-c2ccco2)on1	4.0
CCN(CC)C(=O)C(=O)NN=Cc1ccc(C(=O)OC)cc1	-5.3
COc1ccccc1-c1nnc(C2CCN(C(=O)C3CC3)CC2)s1	0.0
Cc1ccc(NC(CSC(N)=O)=NS(=O)(=O)c2ccc(C)cc2)cc1	3.6
O=C(Nc1ccccc1C(F)(F)F)N1CCSC(c2ccccc2F)CC1 (stereo not given)	-19.0
(cont.)
SMILES	SSB-PriA inh
Cc1oc(-c2ccccc2)nc1CSc1nc2c(-c3ccccc3)cn(C)c2c(=O)n1CCC(C)C	10.0
Oc1ccc(C=NNC2=NCCCCC2)c(O)c1	6.0
COC(=O)c1ccc(NC(=O)Cn2c(-c3cccnc3)nc3ccccc32)cc1	-18.0
O=C(NNC(=O)c1cccc2ccccc12)c1cccn(Cc2ccc(F)cc2)c1=O	-3.0
O=C(Cc1ccc(NC(=O)c2cccc(C(F)(F)F)c2)cc1)NC1CC1	-17.0
CCN(CC)CCNc1nc2ccc(OC)cc2s1	27.0
O=C(NCc1csc(-c2ccccc2)n1)C1CCN(c2ccc(-n3cncn3)nn2)CC1	-1.0
Cc1ccc(-n2c(SCc3nc(-c4ccc(F)cc4)no3)nc3ccsc3c2=O)cc1	-4.0
CSC1CC2CCC(C1)N2C(=O)COc1ccc(C(C)C)cc1 (stereo not given)	-3.0
Cc1cc(C)cc(-n2ccn(Cc3cccc(C(F)(F)F)c3)c(=O)c2=O)c1	6.0
CCOCCn1c(=NC(=O)c2ccnn2C)sc2cc(C)ccc21	7.0
Cc1cc(SCC(=O)Nc2ccc3c(c2)OCCO3)nc2ccccc12	-11.0
Cc1ccc2c(n1)[nH]n1c(=O)cc(C)nc21	-3.0
N#CC(=NNc1ccc(S(=O)(=O)N2CCCCCC2)cc1)C(N)=S	0.1
Cc1ccc(C(N)=NOC(=O)c2cc(-c3ccccc3)nc3ccccc23)cc1	-3.5
O=C(NCCCn1nc(-c2cccnc2)ccc1=O)c1ccc(F)c(F)c1	-2.0
O=C(NC[C@]1(O)CCc2ccccc21)c1csc(-c2ccccc2)n1	-6.0
Cc1cc(N2CCCC2)nc(Nc2ccc(NS(=O)(=O)c3ccc(I)cc3)cc2)n1	44.0*
Nc1ccccc1C(=O)NN=C1C2CN3CCN(C2)CC1(c1ccccc1)C3	-16.4
Cc1ccc([N+](=O)[O-])cc1NC(=O)CC(NCCCOC(C)C)C(=O)O (stereo not given)	-16.0
COc1cccc2sc(OC3CN(C(=O)c4cc(C)no4)C3)nc12	-2.0
CCc1cccc2sc(=NC(=O)c3ccccc3NS(=O)(=O)c3ccc(C)cc3)n(C)c12	-8.0
COc1ccc(C=NNc2cc(C)nc3ccc(OC)cc23)c(OC)c1	40.9*
CCOc1ccccc1C(=O)Nc1cccc(-c2nc3cccnc3s2)c1C	-17.0
Cc1cccc(NC(=O)CSc2nnc(NC(=O)c3ccc(-c4ccccc4)cc3)s2)c1C	-14.0

By substructure, the entries above containing an NH in an aromatic ring.
SMILES	SSB-PriA inh
Cc1nccn1-c1ncc(NC(=O)Cc2c[nH]c3ccccc23)cn1	-2.0
Cc1nc(SCc2nc(-c3cccc(C(F)(F)F)c3)no2)[nH]c(=O)c1CCO	-15.0&-10.0
Cc1nc(-n2nc(-c3ccco3)cc2NC(=O)COc2ccc(Cl)cc2)[nH]c(=O)c1C	-10.0
c1coc(-c2nc3ccccc3[nH]2)c1	-5.0
Cc1ccc(C)c2[nH]c(=O)c(CCNC(=S)NCCc3ccccc3)cc12	26.0
O=c1[nH]c2nc(NCCc3ccccn3)ncc2c(=O)n1Cc1ccccc1	-8.0
Cc1ccc2c(n1)[nH]n1c(=O)cc(C)nc21	-3.0

Next part:
SMILES	SSB-PriA inh
COc1cccc(OC)c1C(=O)N1CCN(c2ccc(-c3ccc(C)cc3)nn2)CC1	-5.0
CCOc1cc(C=NNc2nncc(-c3ccccc3)n2)ccc1O	-4.2
O=C(NCCC(O)c1ccc2c(c1)OCO2)c1ccoc1 (stereo not given)	-8.0
O=C(Cc1csc(Nc2ccc(OC(F)(F)F)cc2)n1)NCc1cccs1	-22.0
CCOc1ccc2c(c1)sc(=NC(=O)C(C)C)n2C	-10.0
CC(=O)OCCN1C(=O)c2ccccc2C1=O	-14.0
Cn1nc(C2CCN(C(=O)[C@@H]3CC=CCC3)CC2)n(-c2ccccc2)c1=O	-18.0
Cc1nc2c([nH]1)CC(C(=O)NCCC1=CCCCC1)CC2 (stereo not given)	-1.0
O=C1CC2(CCNCC2)Oc2ccccc21	-3.0
Cc1c(Cl)cccc1S(=O)(=O)N1CC(c2nc(-c3ccco3)no2)C1	-24.0
O=C(Nc1cc(=O)[nH]c(=O)[nH]1)c1cccc([N+](=O)[O-])c1	-9.0
O=[N+]([O-])c1ccc(C=NNc2ccnc3cc(Cl)ccc23)o1	59.5*
NC(=NOC(=O)c1ccco1)c1cccc([N+](=O)[O-])c1	-1.6
CC(=O)c1cccc(NC(=O)c2ccccc2Br)c1	-3.0
CCOC(=O)c1c(NC(=O)C(C)(C)C)sc2c1CCN(C(C)=O)C2	-4.0
Cc1cc(C)cc(-n2nnc3c(=O)n(CC(=O)N4CCC(Cc5ccccc5)CC4)cnc32)c1	10.0
Cc1cc(C(=O)Nc2ccccc2Cc2nc(-c3cccs3)no2)c(C)o1	1.0
CCOc1ccc2ncc(S(=O)(=O)c3ccc(Cl)cc3)c(N3CCC(C(N)=O)CC3)c2c1	-8.0
O=C(NC[C@]1(O)CCOc2ccccc21)c1nc2ccccc2s1	3.0
CC(C)C[C@H](NC(=O)OC(C)(C)C)C(=O)NN=Cc1ccc2nccnc2c1	-14.2
NS(=O)(=O)c1ccc(NC(=O)CCc2csc(NC(=O)c3ccccc3)n2)cc1	-5.0&5.0
CCNC(=O)c1cc(=O)c(OCc2ccccc2)cn1C	-5.0
CC(C)C(=O)N1CCc2ccc(NC(=O)Cc3ccc(Cl)cc3)cc2C1	-8.0
O=C(NC[C@H]1CCCN1c1ccccc1)C1(c2ccccc2)CCOCC1	18.0
CCc1ccc2nc(NCc3ccccn3)sc2c1	2.0

An excerpt from above in order of length of the SMILES, lowest first:
SMILES	SSB-PriA inh
CCc1ccc2nc(NCc3ccccn3)sc2c1	2.0
CC(=O)OCCN1C(=O)c2ccccc2C1=O	-14.0
O=C(NCCC(O)c1ccc2c(c1)OCO2)c1ccoc1 (stereo not given)	-8.0
O=C(NC[C@H]1CCCN1c1ccccc1)C1(c2ccccc2)CCOCC1	18.0
CC(C)C[C@H](NC(=O)OC(C)(C)C)C(=O)NN=Cc1ccc2nccnc2c1	-14.2

(continued)
SMILES	SSB-PriA inh
C=CCCC(=O)N(CCc1cccs1)Cc1ccoc1	-5.0
CCOc1cc(C=NNC(=O)C2CC2)ccc1OC(C)C	-9.2
O=C(O)CCCN1C(=O)C(=O)C(=C(O)c2ccc(Cl)cc2)C1c1ccccc1 (stereo not given)	-7.5
COc1ccc2sc(N(Cc3ccncc3)C(=O)Cc3ccc(F)cc3)nc2c1	-6.0
O=C(c1ccc(C(F)(F)F)cc1)N1CCC(CSCc2ccco2)CC1	-4.0
Nc1c(Br)cnc2ccccc12	-7.0
CSc1ncccc1C(=O)NCc1ccsc1	0.0
O=S(=O)(c1ccccc1)N1CCN(C2CC2)CC1Cc1ccccc1 (stereo not given)	-6.0
CC(C)(C)C(=O)N1CCc2ccc(NS(=O)(=O)c3ccc(Cl)s3)cc21	5.0
NC(=S)NN=C/C=C/c1ccccc1	1.2
Cn1cccc1[C@@H](O)CNS(=O)(=O)c1ccc(C(F)(F)F)cc1	-5.0
